Source: PubChem
Tn6 DDE FP – inhibitors of Tn6 peptide binding to human fibrin DD(E) | P02675 | Fibrin DD(E) TRITC-Tn6 fluorescence polarization displacement | inhibition, % at 8.3 µM | hit rate 0.21% among 370,000 | AID 720509;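 active = inhibition above a per-campaign cutoff: mean of compounds within control limits plus 3 SD, cut at about 15% in these data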;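 also: 0% = median of all compound wells on the plate and 100% = blocking peptide control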
ARFGAP1 inh – inhibits rat ARF GTPase activating protein 1. Q62848. inhibition, % at 16.5 µM. AID 651572. hit rate 0.26% among 360,000. Arfgap1-stimulated ARF1 GTP hydrolysis, GDP FP detection;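 active = inhibition above a per-plate limit, mean inhibition of low control wells plus 3 SD, cut at about 25% in these data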;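 also: 0% = DMSO wells with enzyme and 100% = wells lacking Arfgap1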
Target sequence (Q62848 1-136 limits assumed): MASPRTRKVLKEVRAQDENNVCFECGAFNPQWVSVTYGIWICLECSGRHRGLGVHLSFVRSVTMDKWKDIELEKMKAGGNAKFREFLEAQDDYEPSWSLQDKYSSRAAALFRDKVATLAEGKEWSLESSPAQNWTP
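Material: rat Arfgap1 catalytic domain, aa 1-136; also added: human ARF1(Δ1-17)-GTP substrate; compound dosing: one concentration, 16.5 µM, DMSO 1.26%; incubation: GTP hydrolysis reaction 2 h at 25 °C; measured by: Tracer-displacement fluorescence polarization with EDTA stop, 620/688 nm; evaluation: % inhibition from polarization; repeats: one replicate per compound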
TDP2 inh – blocks human TDP2 phosphodiesterase activity; inhibition, % at 12.8 µM; hit rate 0.34% among 370,000; recombinant TDP2, T5PNP hydrolysis, p-nitrophenol absorbance 415 nm; O95551;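 active = inhibition above the mean of all tested compounds plus 3 SD, set per campaign, cut at about 25% in these data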;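 also: 0% = DMSO with enzyme and 100% = buffer with substrate but no TDP2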
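test system = human TDP2 enzyme | input = TDP2 enzyme at 120 nM final | medium = 50 mM Tris-HCl pH 7.5 with Mg2+, KCl, DTT, BSA | also added = T5PNP substrate, 5 mM | times = 2 h at 37 °C | technique = epi absorbance | benchmarks = high control without enzyme, low control DMSO plus TDP2 | replication = each compound tested once, singlicate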
PLCg1 inh – PLC-gamma1 (human) inhibition, primary screen; P19174; purified PLC-gamma1, fluorogenic substrate, fluorescence; inhibition, % at 12.2 µM; hit rate 0.84% among 370,000; in the data active = inhibition above about 9.5%
DDE Tn7 FP inh – disrupts Tn7 cyclic peptide binding to fibrin D-Dimer-E complex | inhibition, % at 8.3 µM | FP displacement of FITC-Tn7 peptide from fibrin DD(E); 0% = median of compound wells per plate | hit rate 0.13% among 370,000;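 active = inhibition above the mean of compounds falling within the control limits plus 3 SD of them, cut at about 14% in these data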;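 also: 0% = plate median of compound wells and 100% = 10 µM Aha-Tn7 peptide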
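Test system: human clot-derived fibrin DD(E) complex / Quantity: 2 µM final DD(E) protein / Incubation: 10 min plus 3 h, room temperature / Measured by: fluorescence polarization / Benchmarks: high control of 10 µM Aha-Tn7 peptide / Replicates: singlicate testing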
ADAM10 inh – inhibits human ADAM10; O14672; recombinant ADAM10, EDANS/DABCYL FRET peptide cleavage, 3 h; inhibition, % at 7 µM; hit rate 0.62% among 370,000;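 active = inhibition above a per-campaign cutoff equal to the mean of compounds falling between control-based bounds plus 3 SD, cut at about 20% in these data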;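 also: 0% = DMSO wells while the 100% control is not disclosed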
PLCb3 inh – blocks human PLC-beta3 enzyme activity | Purified PLC-beta3, fluorogenic substrate, fluorescence | hit rate 0.18% among 370,000 | Q01970 | AID 720704 | inhibition, % at 12.2 µM; in the data active = inhibition above about 11%;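 also: 0% = median of compound wells on plate and 100% = full blocker control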
SIAE inh – human SIAE inhibition, primary screen. SIAE FP-Rh probe binding, fluorescence polarization. inhibition, % at 9.66 µM. hit rate 0.69% among 370,000. Q9HAT2;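 active = inhibition above a cutoff: mean of compounds within the control limits plus 3 SD of those, cut at about 17% in these data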;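 also: 0% = plate median of compound wells and 100% = probe without SIAE protein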
ADAM17 inh – ADAM17 inhibition, QFRET primary screen; hit rate 0.83% among 370,000; P78536; AID 720648; recombinant ADAM17, EDANS/DABCYL FRET peptide cleavage; inhibition, % at 6.95 µM;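 active = inhibition above the mean of compounds lying between control limits plus 3 SD, set per campaign, cut at about 8.5% in these data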;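 also: 0% = DMSO-only wells as the low control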
Target sequence (P78536 215-824 limits assumed): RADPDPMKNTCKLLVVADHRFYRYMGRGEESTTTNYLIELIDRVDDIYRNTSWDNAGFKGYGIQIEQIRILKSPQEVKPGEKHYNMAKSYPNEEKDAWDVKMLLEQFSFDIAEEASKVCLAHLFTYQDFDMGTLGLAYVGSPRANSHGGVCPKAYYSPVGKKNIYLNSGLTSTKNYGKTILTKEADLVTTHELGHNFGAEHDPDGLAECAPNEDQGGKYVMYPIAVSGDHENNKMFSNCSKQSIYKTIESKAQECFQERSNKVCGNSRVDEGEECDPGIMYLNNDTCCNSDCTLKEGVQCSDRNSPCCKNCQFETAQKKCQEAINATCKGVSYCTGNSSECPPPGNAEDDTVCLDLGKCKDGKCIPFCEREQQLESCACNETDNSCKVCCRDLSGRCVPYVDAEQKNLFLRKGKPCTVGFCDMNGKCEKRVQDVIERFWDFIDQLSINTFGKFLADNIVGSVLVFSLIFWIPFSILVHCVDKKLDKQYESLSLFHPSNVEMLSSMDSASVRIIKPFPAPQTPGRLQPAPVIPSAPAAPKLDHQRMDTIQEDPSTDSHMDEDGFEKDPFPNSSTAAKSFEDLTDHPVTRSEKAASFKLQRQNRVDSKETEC
ASAP1 GAP inh – ASAP1 ArfGAP inhibition; AID 624377; ASAP1-stimulated ARF1 GTP hydrolysis, GDP FP detection; inhibition, % at 16.5 µM; Q9ULH1; hit rate 0.19% among 360,000; in the data active = inhibition above about 25%;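 also: 0% = vehicle with enzyme and substrate and 100% = no enzyme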
Starred values were filed as active, the others as inactive; i = inactive; . = not tested or not shown.

SMILES	Tn6 DDE FP	ARFGAP1 inh	TDP2 inh	PLCg1 inh	DDE Tn7 FP inh	ADAM10 inh	PLCb3 inh	SIAE inh	ADAM17 inh	ASAP1 GAP inh
CCOc1ccccc1NC(=O)Cn1c(=O)oc2ccccc21	-5	5	6	2	-2	4	1	4	0	3
CN1C(=O)c2cccc(NC(=O)C3CCCCC3)c2C1=O	-6	5	5	-37	2	-216	-49	-2	-46	3
O=c1[nH]nc(Cc2ncc(C(F)(F)F)cc2Cl)c2ccccc12	8	7	5	0	3	-3	-4	4	-3	-4
COc1ccc(C(=O)Nc2ccccc2C(=O)N2CCOCC2)cc1	-10	-2	-10	-3	-2	-6	-12	8	-4	10
COc1ccc(CNC(=O)CSc2cc(=O)n(C)c3ccccc23)cc1	1	-3	4	2	6	-9	-2	-2	-2	4
COc1ccc(NC(=O)c2cc(S(=O)(=O)N3CCCC3)c[nH]2)cc1	-8	-4	-3	0	4	-3	1	-5	-3	-6
COc1cc(OC)cc(C2=NCCN2)c1	1	-7	3	-5	6	-4	-6	-3	-6	0
COc1ccc(Nc2nnc(-c3ccccc3)c3ccccc23)cc1C(=O)N1CCCCC1	3	-3	0	-50	2	-1	-56	3	-1	2
O=C(CCCN1C(=O)/C(=C/c2ccccc2Cl)SC1=S)Nc1ccccn1	-3	-7	1	-2	1	2	-2	5	-4	3
Oc1c(Cl)c(Cl)c2ncccc2c1Cl	0	6	-9	-44	2	-28	-57	2	-8	5
COc1cc(CCCN2C(N)=NC[C@@H]2Cc2ccc(O)cc2)cc(OC)c1OC	1	-2	-1	1	2	4	4	3	-2	-5
Cc1ccc(S(=O)(=O)NC2CC2)cc1	2	3	2	1	0	-2	-2	3	-2	4
Cc1cccc(C)c1NC(=O)NN1C(C)CCCC1C (stereo not drawn)	-6	5	-5	1	-4	-9	-3	-1	-5	8
COc1ccc(NC(=O)C/C(C)=N/NC(=O)c2ccncc2)c([N+](=O)[O-])c1	-4	-7	-5	-2	4	-4	-5	4	-2	-5
COCCNC(=O)COc1ccc(N(C)S(=O)(=O)c2ccc3ccccc3c2)cc1	-4	-4	-11	6	-3	18	-5	1	8	-11
CC(=O)NC(NC(=S)Nc1ccc(S(N)(=O)=O)cc1)C(Cl)(Cl)Cl (stereo not drawn)	7	-2	-15	5	-6	8	0	-5	-3	2
CN(CC(=O)Nc1ccc(Cl)cc1)S(=O)(=O)c1cccc2cccnc12	3	8	-5	-1	4	-8	0	3	-2	-4
CNC(=O)C1CN(C(=O)c2cccc(S(=O)(=O)N3c4ccccc4CC3C)c2)c2ccccc2O1 (stereo not drawn)	3	13	-9	9	-6	2	-1	-3	8	2
CCN(CC)C(=O)Cn1cc(S(=O)(=O)Cc2cccc([N+](=O)[O-])c2)c2ccccc21	5	-5	-14	0	13	-1	-7	3	-2	2
CCCC1=Nc2cc(C(=O)NCCN3CCCC3)ccc2Sc2ccccc21	-6	4	-6	3	-3	10	-2	-12	-4	-5
CCOc1ccc(NC(=O)c2cc(-c3ccc(Cl)cc3)nc3ccccc23)cc1	-1	.	-1	3	2	-5	3	3	1	.
COCCn1c(SCC(=O)Nc2sccc2C(N)=O)nnc1-c1ccncc1	-1	4	-2	-3	-3	1	-6	-2	4	1
COC(=O)c1ccc2nc(-c3cccc(Cl)c3)c(CC3CCCCC3)n2c1	5	-6	-2	-5	-2	-14	-13	0	2	-20
COC(=O)c1ccc(COc2ccc(-c3nnn(CC(=O)NC(C)(C)C)n3)cc2)cc1	5	-2	-1	-1	4	3	2	-2	-4	3
COc1ccc(-n2nnnc2CNC(=O)C2CC(=O)N(c3ccc(F)cc3)C2)cc1 (stereo not drawn)	-1	2	1	1	14*	-1	-1	10	-6	8
Additional entries.
SMILES	Tn6 DDE FP	ARFGAP1 inh	TDP2 inh	PLCg1 inh	DDE Tn7 FP inh	ADAM10 inh	PLCb3 inh	SIAE inh	ADAM17 inh	ASAP1 GAP inh
CCCCc1cc(=O)oc2c(C)c(OCC(=O)NCCN3CCOCC3)ccc12	8	-3	-3	-7	-2	-86	-9	7	-27	-8
Cc1c(OC(C)C(=O)NCCN2CCOCC2)ccc2c3c(c(=O)oc12)CCCC3 (stereo not drawn)	-2	-3	-9	-21	0	-146	-36	5	-53	-8
COc1ccc(NC(=O)C2CCN(S(=O)(=O)c3ccc4c(c3)NC(=O)CO4)CC2)cc1	8	-2	2	2	0	-6	-1	2	-1	-10
Nc1nnnn1N=C1CCCCC1	3	-9	7	4	-3	-1	3	1	-2	14
Clc1cccc(Cl)c1-c1noc(-c2ccno2)n1	7	0	7	-5	0	-8	-9	-2	-2	8
O=c1c2ccccc2nc(/C=C/c2c[nH]c3ccccc23)n1CCO	-11	10	-7	-110	4	-46	-166	5	-13	0
CCOC(=O)c1ccc(NC(=S)Nc2ccc3[nH]c(=O)[nH]c3c2)cc1	-3	-1	-18	-2	7	-8	-14	1	-2	10
COc1ccccc1NCCC(=O)OCC(=O)Nc1ccccc1F	0	7	4	1	-2	-2	-6	3	-2	-12
O=C(NC(=S)N1CCCCCC1)c1ccc(Cl)cc1Cl	-6	4	-9	1	-9	-6	2	2	0	-7
CCOP(=O)(OCC)c1cccc(P(=O)(c2ccccc2)c2ccccc2)c1O	5	6	10	-10	-6	-29	-21	7	-12	-10
CCOC(=O)c1ccc(S(=O)(=O)NC2CCC(C)CC2)cc1 (stereo not drawn)	-1	23	1	-1	-6	1	-4	0	2	11
COc1ccc(-c2nc(NC(=O)C3CC(=O)N(c4ccc5c(c4)OCCO5)C3)sc2C)cc1 (stereo not drawn)	-4	20	-16	2	-3	12	-12	-15	6	13
O=S(=O)(c1ccccc1)C1Cc2ccccc2C1Cl (stereo not drawn)	-6	0	-15	5	-5	12	3	0	1	5
Cc1cc(=O)n2nc(N3CCCC(C(=O)NCc4ccc5c(c4)OCO5)C3)sc2n1 (stereo not drawn)	7	-3	7	1	-5	-4	2	1	-2	-1
COc1ccccc1-n1c(CNC(=O)c2ccccc2)nnc1SCC(=O)Nc1nnc(C)s1	-5	-2	-4	-2	2	-5	0	10	0	-3
CCOC(=O)N1CCN(c2cc(NCCO)c([N+](=O)[O-])c3nonc23)CC1	3	-3	2	-2	0	0	-5	2	0	-7
Cc1ccc(-n2c(N)c(C(=O)N3CCN(C)CC3)sc2=S)cc1	5	0	2	6	0	-6	4	5	3	-1
CCn1c(=O)c(C(=O)NCCCO)c(O)c2ccccc21	-1	-3	5	2	0	-18	0	0	0	-5
CC(NC(=O)c1ccc(S(C)(=O)=O)cc1)c1cccc2ccccc12 (stereo not drawn)	7	0	2	1	3	-2	-5	1	-1	10
Cc1ccc(N(C(=O)c2csnn2)C(C(=O)NC2CCCCC2)c2cccnc2)cc1C (stereo not drawn)	7	-4	-5	-3	7	3	-5	2	0	-4
COc1ccc(OC)c(-n2c(C)cc(/C=C3\C(=N)N4N=C(CC(=O)N5CCOCC5)SC4=NC3=O)c2C)c1	-8	-3	0	-82	5	-9	-125	-4	-3	-2
Cc1ccc2c(c1)[C@H]1[C@H](CO2)[C@H](c2ccccc2)[C@]2(C)C(=O)Nc3ccc(F)cc3C(=O)N12	-2	13	-6	-6	-1	-1	-3	-47	4	5
Cc1cc(C)cc(N(CCC(=O)Nc2nnc(C)s2)S(=O)(=O)c2ccc(Cl)cc2)c1	5	9	-5	2	-2	-2	5	-4	1	-8
CC(C)OC(=O)c1c(NC(=O)c2cccs2)sc2c1CCCC2	-1	-6	-12	-6	7	-11	-10	-11	-6	0
O=C(CCC(=O)N1CCN(c2ccccn2)CC1)c1ccc(Cl)s1	-5	5	-2	-10	-3	-33	-25	-7	-6	5

Entries listed above marked active in DDE Tn7 FP inh:
SMILES	Tn6 DDE FP	ARFGAP1 inh	TDP2 inh	PLCg1 inh	DDE Tn7 FP inh	ADAM10 inh	PLCb3 inh	SIAE inh	ADAM17 inh	ASAP1 GAP inh
COc1ccc(-n2nnnc2CNC(=O)C2CC(=O)N(c3ccc(F)cc3)C2)cc1 (stereo not drawn)	-1	2	1	1	14*	-1	-1	10	-6	8

The listing continues.
SMILES	Tn6 DDE FP	ARFGAP1 inh	TDP2 inh	PLCg1 inh	DDE Tn7 FP inh	ADAM10 inh	PLCb3 inh	SIAE inh	ADAM17 inh	ASAP1 GAP inh
O=C(COC(=O)c1ccc(OC(F)F)cc1)NCCCN1CCCC1=O	11	6	9	-1	11	1	-9	-5	-7	-3
O=C(CSc1c(Cl)cccc1Cl)N1CCC(c2nc3ccccc3s2)CC1	4	4	6	1	6	2	0	-4	0	3
CCCCn1c(N)c(N(CCC(C)C)C(=O)C(C)N2C(=O)c3ccccc3C2=O)c(=O)[nH]c1=O (stereo not drawn)	6	4	-16	1	-8	-9	-7	-2	-2	2
CCOC(=O)C1CCCN(S(=O)(=O)CCNC(=O)c2ccccc2)C1 (stereo not drawn)	-13	-10	12	2	-8	-1	-2	-4	1	-9
Cc1c(C(=O)N2CCN(c3ccccc3)CC2)oc2c1C(=O)CC(C)(C)C2	3	-5	11	0	4	6	-6	1	-1	-15
O=C(NNC(=O)c1oc2ccccc2c1-n1cccc1)c1ccco1	-6	-8	15	-7	0	-1	-15	-6	0	3
CC(C)NS(=O)(=O)c1ccc(NC(=O)NC2CCCCC2)cc1	-10	3	-2	3	8	7	5	15	1	-4
Cc1ccc(NC(=O)c2ccc3c(c2)nnn3C)cc1	-4	8	1	-2	0	-1	0	0	-6	-2
O=C(C(c1ccccc1)c1ccccc1)N1CCOCC1	2	4	5	0	-6	-5	-1	2	-6	-9
COc1ccc(CCNC(=O)c2cccc(S(=O)(=O)N3CCCC3)c2)cc1	-6	5	6	4	-7	-2	2	14	0	-5
O=C(Cc1n[nH]c(=O)c2ccccc12)OCC(=O)c1ccc(F)cc1	1	-19	-5	-1	0	-1	-12	-8	-8	-12
COc1cccc(N2CCN(CC(=O)NC(=O)NCc3ccco3)CC2)c1	-1	-1	17	-4	-2	-6	-11	5	-3	-5
O=C(NCCc1ccccc1)C(=O)NCC1OCCN1S(=O)(=O)c1ccc(F)cc1 (stereo not drawn)	-7	-8	3	1	-3	-6	1	-5	-4	9
O=c1c(Br)c(NCc2ccccc2)cnn1-c1ccc(F)cc1	7	-1	4	0	3	-6	1	3	-2	-2
CCN(CC)c1ccc(C=NCCc2ccc(S(N)(=O)=O)cc2)cc1	-3	3	-4	-1	-1	-19	-5	-2	-1	-19
O=C1CN(C(=O)COc2ccc(Cl)c(Cl)c2)c2ccccc2N1	-7	1	-4	0	2	-6	-6	-5	-4	-6
COc1ccc(C#Cc2c(C=O)n(C)c3ccccc23)cc1	-10	-11	4	i	-1	-94	i	14	-32	16

Compounds were not picked by outcome. Share with any hit: about 3.6%.
